PMI act hi M6P: PMI (human) activation, high substrate | 190,000 compounds, 0.34% hits | P34949 | activation factor at 20 µM | coupled PMI enzyme assay, resazurin fluorescence, 20 min; stronger effect = higher value; 1 = untreated enzyme, 0 = substrate-free blank;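 active = activation factor of 2 or more at 20 µM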
Target sequence (P34949 whole entry, looked up): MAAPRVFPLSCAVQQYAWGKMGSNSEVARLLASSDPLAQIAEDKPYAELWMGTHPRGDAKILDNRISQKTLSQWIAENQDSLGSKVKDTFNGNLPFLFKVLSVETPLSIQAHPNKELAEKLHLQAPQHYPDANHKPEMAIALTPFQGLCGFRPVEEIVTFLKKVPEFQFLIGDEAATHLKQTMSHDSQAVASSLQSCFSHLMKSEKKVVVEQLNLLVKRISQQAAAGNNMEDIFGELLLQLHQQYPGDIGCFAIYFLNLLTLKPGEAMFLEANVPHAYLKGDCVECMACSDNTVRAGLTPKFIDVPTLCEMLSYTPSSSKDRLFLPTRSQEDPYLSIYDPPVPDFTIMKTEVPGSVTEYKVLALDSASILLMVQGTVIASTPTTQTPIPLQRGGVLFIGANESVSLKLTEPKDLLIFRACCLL
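Test system: human PMI in coupled enzyme assay; Input: PMI at 15 ng/mL final; Medium: HEPES buffer, pH 7.4; Schedule: 20 min incubation at room temperature; Technique: resorufin fluorescence at Ex 544/Em 590 nm; Compound: 20 µM single dose; Probe or stimulus: Near-saturating mannose-6-phosphate, 1.0 mM.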
bIAP inh: blocks bovine intestinal alkaline phosphatase activity | purified bovine IAP, CDP-star luminescence, 30 min | inhibition, % at 20 µM | 190,000 tested, under 10 active;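 active = over 50% inhibition of intestinal alkaline phosphatase at 20 µM in the single-dose screen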
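Assay system – bovine IAP enzyme · Quantity – bovine IAP at 1/65,000,000 final dilution · Detection – CDP-star luminescence signal · Times – 30 min reaction at room temperature · Also added – CDP-star substrate at 30 µM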
Diaphorase inh: inhibits diaphorase or chemically oxidizes, flagging diaphorase assay artifacts; inhibition, % at 20 µM; AID 1217; diaphorase resazurin-to-resorufin fluorescence, NADH, 16 min; bacterial (C. kluyveri) enzyme, not human; 190,000 compounds, 0.69% hits;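 active = primary screen inhibition at 20 µM above a set limit, cut at about 50% in these data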;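 note: plate controls were DMSO with full reaction for no effect and wells lacking NADH for full effect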
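Assay system: diaphorase enzyme from Clostridium kluyveri. Quantity: enzyme working solution with 0.14 U/mL diaphorase. Schedule: reaction incubation of 16 min at room temperature. Technique: resorufin fluorescence, excitation 544 nm, emission 590 nm. Controls: No-NADH positive control and DMSO neutral control.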
TNAP inh noacc: TNAP (human) inhibition, acceptor-free conditions. P05186. purified TNAP, CDP-star luminescence, 30 min. inhibition, % at 20 µM. 200,000 compounds, 0.26% hits;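 active = tissue-nonspecific alkaline phosphatase inhibition above about 50% at 20 µM in the single-dose screen, limit read from the data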;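 note: 0% = DMSO negative control and 100% = EDTA positive control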
Target sequence (P05186 whole entry, looked up): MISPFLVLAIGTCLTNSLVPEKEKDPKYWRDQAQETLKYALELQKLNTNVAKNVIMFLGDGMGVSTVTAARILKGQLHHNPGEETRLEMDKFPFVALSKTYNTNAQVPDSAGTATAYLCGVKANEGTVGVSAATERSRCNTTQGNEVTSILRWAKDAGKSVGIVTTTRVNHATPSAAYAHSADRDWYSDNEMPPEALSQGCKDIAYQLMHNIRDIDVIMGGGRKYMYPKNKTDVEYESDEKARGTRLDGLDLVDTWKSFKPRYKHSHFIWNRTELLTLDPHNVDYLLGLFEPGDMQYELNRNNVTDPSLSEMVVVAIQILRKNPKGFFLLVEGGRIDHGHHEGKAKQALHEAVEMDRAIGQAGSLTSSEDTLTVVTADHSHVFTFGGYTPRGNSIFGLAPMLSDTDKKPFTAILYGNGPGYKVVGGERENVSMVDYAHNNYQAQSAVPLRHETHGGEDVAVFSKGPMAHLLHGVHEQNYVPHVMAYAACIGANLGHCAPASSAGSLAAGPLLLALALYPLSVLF
TNAP act hi DEA: TNAP (human) activation, high acceptor. P05186. activation factor at 20 µM. purified TNAP, CDP-star luminescence, 1 M DEA, 30 min; stronger effect = higher value; 0 = EDTA background, 1 = DMSO-only activity. 200,000 tested, under 10 active;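 active = activation factor at least 2 at 20 µM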
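system = human TNAP | amount = enzyme diluted 1/800 final | reagent = 100 µM CDP-star substrate | signal = luminescent substrate turnover signal | dosing = one dose, 20 µM | benchmarks = EDTA negative control, DMSO positive control | measure = activation factor | timing = 30 min reaction, room temperature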
bIAP act: increases bovine intestinal alkaline phosphatase activity. purified bovine IAP, CDP-star luminescence, 30 min; stronger effect = higher value; fold of DMSO-control signal, blank-subtracted. activation factor at 20 µM. 200,000 compounds, 0.17% hits. AID 1016;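 active = activation factor of 2 or more at 20 µM, a signal rise over negative controls twice the positive control's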
TNAP inh hiacc: inhibitors of human TNAP at high phosphate acceptor concentration; 200,000 compounds, 0.03% hits; inhibition, % at 20 µM; purified TNAP, CDP-star luminescence, 1 M DEA; AID 1135;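 active = over 50% inhibition of tissue-nonspecific alkaline phosphatase at 20 µM in the single-dose screen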;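 note: plate controls were DMSO wells for no effect and EDTA-quenched wells as full inhibition for full effect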
PMI act: phosphomannose isomerase (human) activation; P34949; purified human PMI, coupled resazurin fluorescence, 20 min; stronger effect = higher value; 1 = vehicle control, 0 substrate-free wells; activation factor at 20 µM; 190,000 compounds, 0.005% hits; AID 1214;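 active = activation factor of 2 or more at 20 µM, relative to plate controls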
Diaphorase act: counter-screen for diaphorase-based assays: diaphorase activators and chemical reducers; AID 1229; 190,000 compounds, 0.005% hits; activation factor at 20 µM; Diaphorase/resazurin coupled assay, resorufin fluorescence, 16 min; stronger effect = higher value; 1 = vehicle wells, 0 = NADH-free wells;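 active = diaphorase activity raised at least twofold by the compound at 20 µM; inactive = activation factor below 2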
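Material: purified diaphorase enzyme from Clostridium kluyveri / Medium: HEPES pH 7.4 buffer with MgCl2 and Tween 20 / Schedule: enzyme reaction of 16 min at room temperature / Measured by: resorufin fluorescence, excitation 544 nm, emission 590 nm / Evaluation: rise in resorufin formation, marking diaphorase activation or chemical reduction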
Lmaj promast: Leishmania major promastigote growth inhibition; AID 1063; 200,000 compounds, 9% hits; Leishmania major promastigotes, resazurin fluorescence viability; inhibition, % at 10 µM; in the data active = inhibition above about 50%;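 note: promastigotes grown with compound for 44 hours at 28 °C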
* marks the source's active call; other numbers are inactive results; · = not tested or not shown.

SMILES	PMI act hi M6P	bIAP inh	Diaphorase inh	TNAP inh noacc	TNAP act hi DEA	bIAP act	TNAP inh hiacc	PMI act	Diaphorase act	Lmaj promast
CCN(CC)C(=O)c1ccccc1NC(=O)c1ccccc1C	1	10	13	-8	1	0.9	2	1	0.9	1
COc1ccc(-c2cn3cccc(C)c3n2)cc1Br	1	-5	12	-6	1	1	-4	0.6	0.9	25
COc1ccc(CCNC(=O)c2ccccc2N(C)S(=O)(=O)c2ccccc2)cc1	1.1	8	-3	-4	1	0.9	0	1	1	80*
CC(C)N(C(=O)CSc1nc2ccccc2n1Cc1ccccc1F)C(C)C	1	-1	18	-2	1	1	-4	1	0.8	22
COc1ccc(-n2c(O)c(C=NCC(c3ccco3)N3CCCC3)c3ccccc3c2=O)cc1OC (configuration not stated)	0.6	-24	9	-10	1	1.2	0	0.8	0.9	3
Cc1cc(NC(=O)COC(=O)c2cc3c(s2)CCC(C)C3)no1 (configuration not stated)	1.1	33	1	-18	1.1	0.7	-6	1.1	1	-5
COc1ccc(C2Nc3ccccc3C(=O)N2Cc2ccccc2)cc1Cn1nnc2ccccc21 (configuration not stated)	0.9	-19	16	5	1	1.2	-3	0.9	0.8	97*
CCOC(=O)c1cc(CC)sc1NC(=O)C1CC(=O)NN1Cc1ccccc1 (configuration not stated)	1	11	10	-45	1	0.9	0	0.9	0.9	4
O=C(NCCC1=CCCCC1)C(=O)NCc1ccncc1	0.9	-15	9	-7	1	1.1	-2	1	0.9	-2
Cc1cc(/C=C\c2nc(O)c([N+](=O)[O-])c(=O)[nH]2)c(C)n1-c1ccccc1	1	13	30	5	0.9	0.9	5	1.1	0.7	-4
Cn1c(Cn2c(=O)sc3ccccc32)nnc1SCC(=O)NCC1CCCO1 (configuration not stated)	1	9	22	-13	1	0.9	-4	1	0.8	-6
CCOC(=O)c1cccc(NC(=O)CSc2nnc(C3CCCCC3)n2CC)c1	1.1	-3	-17	8	1.1	1	-6	1.1	1.2	6
CCOC1OC2C(CO)OC(n3cnc4c(N)ncnc43)C2O1 (configuration not stated)	0.9	6	4	12	1	0.9	1	0.9	1	-5
CC1CCCC(C)N1CCNC(=O)CCn1nc(-c2ccccc2)ccc1=O (configuration not stated)	1	-11	14	-15	1	1.1	-3	0.9	0.9	-1
CCOc1ccc2oc(-c3ccccc3)c(C(=O)N(C)C)c2c1	1.1	7	-3	-7	1	0.9	-4	1	1	11
Cc1nnc(N2CCc3ccccc3C2)[nH]c1=O	1	6	0	-9	1	0.9	-4	1	1	4
COC(=O)Cc1ccc(NC(=S)NCc2ccccc2)cc1	1	4	10	-13	1	1	0	0.9	0.9	-1
O=c1nc(N/N=C/c2ccco2)cn[nH]1	1	-18	9	-132	1	1.2	-5	1.1	0.9	-4
CC(C)c1ccc(OCC(=O)NC(=S)Nc2ccc3c4c(cccc24)CC3)cc1	0.9	23	25	-10	1	0.8	-5	0.8	0.7	-5
S=c1[nH]c(-c2ccccc2)cs1	2.1*	14	19	-11	1	0.9	-4	1.6	0.8	77*
COc1ccccc1-c1ccc(=O)n(CC(=O)Nc2ccc(C(=O)N3CCCC3)cc2)n1	1	0	19	-15	1.1	1	-8	1	0.8	-4
CC1=C/C(=N\OS(=O)(=O)c2ccccc2)C(C(C)C)=CC1=O	0.1	48	101*	-1	1	0.5	2	0.2	0	100*
CN(C)/C=C/C(=O)c1ccc(Oc2ccccc2)cc1	1	-1	10	-8	1	1	-5	1	0.9	9
COCCNC(=O)CN(c1cc(C(F)(F)F)ccc1Cl)S(C)(=O)=O	0.9	3	7	-10	1	1	-2	1	0.9	-6
OCCC1CN(Cc2nc(-c3ccc(F)cc3)cs2)CCN1CCc1ccccc1 (configuration not stated)	0.9	-12	20	-2	1	1.1	-1	0.8	0.8	85*
NC1=NC(=O)/C(=C/c2cn(CCC(=O)O)nc2-c2ccc(F)cc2)S1	0.9	4	32	-8	1	1	-1	0.8	0.7	-2
O=S(=O)(Cc1cnc(Cl)s1)c1ccccc1	0.9	6	3	-10	1	0.9	-1	0.9	1	-5
CCc1ccc(NS(=O)(=O)c2cccc3nonc23)cc1	1.1	3	8	-7	1	1	1	1.1	0.9	-2
CCCC/C(C)=N\NC(=O)CNS(=O)(=O)c1ccc([N+](=O)[O-])cc1	1.1	7	3	-5	1.1	0.9	-11	1.2	1	-4
Cc1nnc(SCC(=O)N2CCC(C(N)=O)CC2)s1	0.9	5	9	-11	1	1	-3	1	0.9	-2
CCOC(=O)c1ccc(N2C(=O)C(O)=C(C(C)=O)C2c2ccccc2)cc1 (configuration not stated)	1.2	16	4	-10	1	0.8	-3	1.2	1	-2
Cc1cccn2c(=O)c3cc(C(=O)NCCCn4ccnc4)n(C)c3nc12	0.9	-33	-1	-1	1	1.3	-3	0.9	1	33
CC(C)c1ccc(CN2CCC(C(=O)NCc3cccnc3)CC2)cc1	0.9	-17	11	-12	1.1	1.2	-6	0.8	0.9	1
Cc1cccc(NC(=S)Nc2cccc(C(F)(F)F)c2)n1	1	7	10	-8	1	0.9	0	0.9	0.9	42
CC(C)(C)OC(=O)N[C@@H](Cc1c[nH]c2ccccc12)c1nnc(SCC(N)=O)o1	0.9	-8	22	-13	1.1	1.1	-9	0.9	0.8	-4
N#CC(C#N)=NNc1ccc(S(=O)(=O)N2CCCCC2)cc1	1.4	-41	17	11	0.9	1.4	7	1.4	0.8	-5
O=C(NNC1=C(C(=O)C(F)(F)F)CCC1)c1ccccc1O	1.2	34	29	13	1	0.7	1	1.1	0.7	23
CCCNC(=O)COC(=O)c1cc(C)nc2ccccc12	1	-2	5	-2	1	1	2	1	0.9	-1
C/C(NCc1ccccc1)=C(\C#N)C(=O)NCc1ccccc1	1	10	12	-5	1	0.9	1	1	0.9	-5
Cc1ccc2nsnc2c1NC(=O)c1sc2ccccc2c1Cl	1.1	-10	-2	-19	1	1.1	2	1	1	-7

Diaphorase inh, hit marks shown above
SMILES,PMI act hi M6P,bIAP inh,Diaphorase inh,TNAP inh noacc,TNAP act hi DEA,bIAP act,TNAP inh hiacc,PMI act
CC1=C/C(=N\OS(=O)(=O)c2ccccc2)C(C(C)C)=CC1=O,0.1,48,101*,-1,1,0.5,2,0.2

Another view of part of the listing above:
Molecule: Cn1c(Cn2c(=O)sc3ccccc32)nnc1SCC(=O)NCC1CCCO1 (configuration not stated)
  PMI act hi M6P = 1; bIAP inh = 9; Diaphorase inh = 22; TNAP inh noacc = -13; TNAP act hi DEA = 1; bIAP act = 0.9; TNAP inh hiacc = -4; PMI act = 1; Diaphorase act = 0.8; Lmaj promast = -6
Molecule: CCOC(=O)c1cccc(NC(=O)CSc2nnc(C3CCCCC3)n2CC)c1
  PMI act hi M6P = 1.1; bIAP inh = -3; Diaphorase inh = -17; TNAP inh noacc = 8; TNAP act hi DEA = 1.1; bIAP act = 1; TNAP inh hiacc = -6; PMI act = 1.1; Diaphorase act = 1.2; Lmaj promast = 6

Following part:
SMILES	PMI act hi M6P	bIAP inh	Diaphorase inh	TNAP inh noacc	TNAP act hi DEA	bIAP act	TNAP inh hiacc	PMI act	Diaphorase act	Lmaj promast
CC(C)OCCCNC(=S)Nc1ccc(S(N)(=O)=O)cc1	0.9	-9	11	-11	1.1	1.1	-5	0.9	0.9	-4
O=C(O)CCC1(C(=O)O)OCCc2ccccc21 (configuration not stated)	0.9	3	12	-7	1	1	-3	0.9	0.9	-2
Cc1ccccc1-c1cccc([C@@H]2C[C@H]3CN(Cc4cccnc4)C(=O)[C@]34CCCN24)c1	1	-5	13	-13	1.1	1.1	-8	0.9	0.9	63*
O=C(NCc1ccc2c(c1)OCO2)c1ccc(=O)[nH]c1	1	17	19	-12	1.1	0.8	-6	1	0.8	-2
c1cc2nncn2nc1N1CCCC1	1	11	12	-15	1.1	0.9	-6	1	0.9	1
CCN(CC)CCCC(C)NC(=O)c1ccc(C(F)(F)F)cc1 (configuration not stated)	0.9	-8	6	-12	1	1.1	-3	1	0.9	-5
CCOC(=O)c1c(NC(=O)COC(=O)Cn2cnc3ccccc32)sc(C)c1C	1	6	23	-12	1	0.9	-4	0.9	0.8	-4
CC(C)OC(=O)CCNc1n[nH]c(=O)[nH]c1=O	0.9	6	12	-11	1	0.9	0	1	0.9	-2
C=CCn1c(C)cc(C(=O)COc2nncc3ccccc23)c1C	0.9	4	17	-9	1	1	0	1	0.8	13
CC(=O)Nc1ccc(CN2CCN(C3CCCCC3)C(CCO)C2)cc1 (configuration not stated)	0.9	-6	-3	-6	1	1.1	-4	0.9	1	-3
CCOC(=O)C1C(=O)Nc2nc3ccccc3n2C1C(C)C (configuration not stated)	1	-5	-2	92*	1	1.1	0	0.9	1	7
Cc1ccc(S(=O)(=O)Nc2cccc(NC(=O)CN3CCCCC3)c2)cc1	1	3	14	-5	1	1	-4	1	0.9	20
CCN1CCN(c2ncnc3c2sc(=S)n3-c2ccccc2)CC1	0.9	4	8	-2	1	1	1	1	0.9	52*
CC(C)=CC(=O)Nc1ccc(Cl)cc1	1	7	1	-10	1	0.9	1	1	1	-1
CC1(C)CC(=O)C(N=Nc2cc(C(F)(F)F)ccc2Cl)=C(O)C1	1	-7	5	5	0.9	1.1	7	1	0.9	-6
Cc1ccc(NCC(=O)Nc2cccc(S(=O)(=O)N(C)C)c2)c(Cl)c1	0.9	25	25	-10	1	0.8	-4	0.9	0.7	75*
CCCn1c(SCC(=O)N2CCCCC2)nnc1C(C)C	·	-6	·	-8	1.1	1.1	-7	·	·	-4
CC(=O)n1cc([C@@H]2C=C(C(=O)Nc3ccccc3)O[C@H](OCCCCO)C2)c2ccccc21	0.8	-18	48	-8	1.1	1.2	-6	0.8	0.5	13
O=C(NCc1ccccn1)c1ccc(-c2ccccc2)cc1	1	2	14	-10	1.1	1	-6	0.9	0.9	-3
COc1ccc(NS(=O)(=O)Cc2ccccc2)cc1OC	1	2	7	-9	1.1	1	-5	0.9	0.9	-1
O=C(CCC(=O)NNC(=O)c1ccccc1[N+](=O)[O-])NCc1ccccc1	0.9	-18	6	-10	1.1	1.2	-6	0.9	0.9	0
COC(=O)c1cc(Cl)c(NC(=O)C(C)C)cc1OC	1	5	4	-14	1	1	-5	1	1	-5
COc1ccc(Cn2nnnc2C(c2ccc3ncccc3c2)N2CCN(C3CCCCC3)CC2)cc1 (configuration not stated)	1	3	3	-1	1	1	-1	1	1	12
